Source: PubChem BioAssay
PMI inhibition = human PMI inhibitors, high substrate, primary screen, biochemical, fluorescence intensity, high mannose 6-phosphate (AID 1220); 190,000 compounds, 0.66% hits; inhibition, % at 20 µM; hits with a dose series show IC50 in µM; recombinant PMI enzyme, coupled fluorescence intensity; higher % means a stronger effect
TNAP activators = stimulation of alkaline phosphatase TNAP activity – biochemical, luminescent, no phosphate acceptor, uHTS, primary screen (AID 1001); purified TNAP, luminescent activation assay, no phosphate acceptor; higher activation fold means a stronger effect; activation fold at 20 µM; hits with a dose series show EC50 in µM; 200,000 compounds, 0.03% hits; in the data active means activation fold from about 3, or a potency from the dose series; inactive means the rest, 99 in 100 with activation fold below about 1.6; further: many of its hits are not listed in these tables
CSM14.1 death rescue = protection against thapsigargin-triggered cell killing – 384-well, CSM14.1, ATP luminescence, primary screen (AID 1222); CSM14.1 thapsigargin-induced death rescue, ATP luminescence; higher % means a stronger effect; one-dose cellular ATP content (survival), % at 20 µM; EC50 in µM for titrated hits; 190,000 tested, under 10 active;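 active means EC50 below 50 µM in the dose-response confirmation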;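 further: death triggered by thapsigargin at about 15 µM added after 2 h compound pretreatment; cell ATP read after overnight thapsigargin exposure of roughly 18 to 22 hours; normalized against plate controls of thapsigargin alone and 5% DMSO vehicle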
human PMI inhibition = MPI enzyme activity inhibition – biochemical, fluorescence intensity, coupled assay, primary screen (AID 1209); purified PMI enzyme, coupled fluorescence intensity; higher % means a stronger effect; inhibition, % at 20 µM, or IC50 in µM where a hit was titrated; 190,000 compounds, 0.42% hits;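 further: plate controls were DMSO vehicle for no effect and wells lacking substrate for full effect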
XIAP antagonists = XIAP antagonists, biochemical, IAP family, fluorescence polarization (AID 1018); displacement, % at 20 µM, or IC50 in µM where a hit was titrated; XIAP BIR domain, fluorescence polarization peptide displacement; higher % means a stronger effect; 200,000 compounds, 0.007% hits; in the data active means displacement above about 50%; further: a part of the inactive calls stands beside numbers as strong as those of hits
P. falciparum M1AAP = P. falciparum M1AAP inhibitors, biochemical, fluorogenic H-Leu-NHMec substrate, 1536-well (AID 1445); recombinant M1AAP, H-Leu-NHMec fluorogenic kinetic assay; higher % means a stronger effect; inhibition, % at 30 µM, or IC50 in µM where a hit was titrated; 220,000 compounds, 0.42% hits;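 active means primary inhibition above the hit cutoff, then over 50% inhibition at one or more dose response concentrations, cut at about 23% in these data, passing the limit was not always enough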;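 further: plate controls were DMSO full reaction for no effect and no enzyme background for full effect; strong numbers were not always called active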
M17LAP inhibition = P. falciparum M17LAP inhibitors, primary screen, biochemical, fluorogenic H-Leu-NHMec substrate, 1536-well (AID 1619); recombinant M17LAP, H-Leu-NHMec fluorogenic kinetic assay; higher % means a stronger effect; one-dose inhibition, % at 30 µM; IC50 in µM for titrated hits; 220,000 compounds, 0.38% hits;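 active means compound inhibiting the enzyme by more than half at any dose during confirmatory dose-response retesting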;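 further: plate controls were full reaction with DMSO carrier for no effect and no enzyme background for full effect; strong numbers were not always called active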
Myeloid diff 2 = compounds promoting myeloid differentiation | ER-HoxA9 myeloid progenitors, lysozyme-GFP differentiation, flow cytometry | calls only at 10 µM | 360,000 compounds, 1% hits;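 active means normalized GFP-positive differentiation at or above the plate's own cutoff, the solvent-only control mean plus 3 SD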;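 further: cells exposed to compound for four days before flow analysis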
LYP inhibition = inhibitors of LYP phosphatase, biochemical, fluorescence intensity, uHTS (AID 1779); inhibition, % at 11.5 µM, or IC50 in µM where a hit was titrated; 290,000 compounds, 0.054% hits; recombinant LYP phosphatase, fluorescence intensity; higher % means a stronger effect;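 further: plate controls were vehicle with enzyme for no effect and no enzyme for full effect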
Myeloid diff 2 GFP+ MAC1+ % = further read-out of Myeloid diff 2, marked with its call; GFP+ MAC1+ double positive, %; measured here: differentiation confirmed by MAC1 staining
Active calls of the source: *; i = inactive; · = no result given; + = active, no number. Unless noted, no stated cut-off is given here; in the data, active means inhibition above about 50%; inactive means the rest.

SMILES	PMI inhibition	TNAP activators	CSM14.1 death rescue	human PMI inhibition	XIAP antagonists	P. falciparum M1AAP	M17LAP inhibition	Myeloid diff 2	Myeloid diff 2 GFP+ MAC1+ %	LYP inhibition
C/C(=N/NC(=O)c1cccs1)c1cccs1	·	·	·	·	·	8%	-11%	i	0.5	-8%
Cc1cccnc1Nc1nc(-c2ccc(O)cc2O)cs1	28%	2.1	-1.1%	11%	-2.6%	20%	2%	i	0.0	-2%
CC(C)C(c1nnnn1Cc1ccccc1)N(CCCO)Cc1cc2cc3c(cc2[nH]c1=O)OCO3 (stereo not drawn)	13%	1	-0.8%	4%	0.8%	12%	-15%	i	0.5	0%
O=C1c2oc3ccc(Br)cc3c(=O)c2C(c2cccnc2)N1Cc1ccco1 (stereo not drawn)	-3%	1	0.6%	-14%	-5.2%	·	·	·	·	-6%
N#C/C(=C(/O)Cc1cccc2ccccc12)c1nc2ccccc2s1	-7%	1.1	-1.5%	-2%	-6.2%	-5%	7%	i	0.4	-6%
O=C(OCC(=O)N1CCc2ccccc21)c1c2c(nc3ccccc13)CCCC2	9%	1.1	-2.7%	12%	-4.6%	7%	4%	i	0.3	0%
CCOC(=O)Cc1csc(NC(=O)C(CC(C)C)NC(=O)C2CCCCC2)n1 (stereo not drawn)	-3%	1.1	-1.4%	-1%	-7.2%	2%	0%	i	0.8	-3%
CC(=O)NN1C(=O)/C(=C/c2ccc(C(C)C)cc2)SC1=S	-2%	1.3	-1.8%	17%	-1.2%	8%	15%	i	0.8	-3%
COc1ccc(CCNC(=O)c2cc(S(=O)(=O)N3CCC4(CC3)OCCO4)ccc2F)cc1OC	-8%	1.1	0.0%	-6%	-6.1%	1%	4%	i	0.7	-5%
Fc1ccc(CNc2ncnc3c2cnn3-c2ccccc2)cc1	8%	1.1	3.0%	15%	-4.9%	1%	-6%	i	0.5	-6%
COc1ccc2cc3cc(C(=O)NCC4COc5ccccc5O4)oc3nc2c1 (stereo not drawn)	0%	1	-0.3%	-6%	-3.3%	4%	5%	i	0.0	-5%
O=C(/C=C/c1ccccc1)NC(=S)Nc1ccccc1C(=O)NC1CCCCC1	-14%	1	-0.5%	-8%	-2.2%	1%	-12%	i	1.8	0%
Cc1oc(C(C)(C)C)cc1C(=O)NC(Cc1ccccc1)C(=O)O (stereo not drawn)	2%	1	-0.5%	-4%	-1.5%	-1%	13µM*	i	0.5	-7%
CCOc1ccc(NC(=O)C2CCCN(C(=O)NCc3ccccc3)C2)cc1 (stereo not drawn)	10%	1.2	22%	6%	-1.7%	5%	12%	i	0.3	-5%
CCCC(=O)Nc1cccc(-c2cn3ccsc3n2)c1	-13%	1.1	-3.4%	-4%	-0.6%	-2%	7%	i	0.7	1%
Cc1cc(C)nc(N/N=C/c2ccc3c(c2)OCCO3)n1	-1%	1.1	-1.7%	6%	-6.6%	10%	3%	i	0.2	4%
CC1=C(C(=O)OCC2CCCO2)C(c2ccc(F)cc2)NC(=O)N1 (stereo not drawn)	-2%	1	3.4%	-4%	-6.1%	-5%	1%	i	0.3	-1%
COCCOC(=O)C1=C(C)NC(=O)NC1c1cccs1 (stereo not drawn)	-10%	1	-2.3%	-14%	-4.8%	4%	-3%	i	2.2	-8%
CC(C)C(c1nnnn1C(C)(C)C)N1CCN(c2cccc(Cl)c2)CC1 (stereo not drawn)	12%	1.1	-0.2%	4%	-1.6%	0%	16%	i	0.0	-6%
CC(=O)N(C)c1ccc(NC(=S)Nc2cccc3ccccc23)cc1	55%*	1	-0.9%	30%	-3.6%	2%	-11%	i	0.3	-3%
CCCc1c(C(=O)OCC)[nH]c2c1C(=O)CCC2	-7%	1.1	-1.4%	-6%	-3.1%	4%	7%	i	3.3	-1%
COc1ccc2nc(NC(=O)CSc3nnnn3C)sc2c1	-2%	1.1	-0.6%	4%	-1.1%	·	·	i	0.6	-4%
COc1ccc(NS(=O)(=O)c2cc(NC(=O)/C=C/c3cc(OC)ccc3OC)ccc2N2CCCCC2)cc1	-1%	1.1	-1.6%	4%	-6.1%	6%	-11%	i	0.1	3%
O=S(=O)(c1ccc(NC(=S)NN=C(C2CC2)C2CC2)cc1)N1CCOCC1	·	·	·	·	·	7%	2%	i	0.2	-6%
CCCCCCOc1ccc(N2C(=O)CC(N(CCc3ccc(S(N)(=O)=O)cc3)C(C)=O)C2=O)cc1 (stereo not drawn)	8%	1	1.2%	9%	-7.3%	0%	-1%	i	0.3	-6%
O=c1c2ccccc2c(-c2ccccc2)nn1-c1cc(Cl)cc(Cl)c1	·	·	·	·	·	5%	-9%	i	0.6	3%
O=C(CC1NCCNC1=O)NC1Cc2ccccc2C1 (stereo not drawn)	·	·	·	·	·	1%	-2%	i	0.6	-4%
CCC(=O)Nc1ccc(C(=O)NNC(=O)c2ccccc2)cc1	-6%	1.1	-0.5%	4%	-6.1%	12%	3%	i	0.7	-5%
S=C(Nc1cccc(Cl)c1)Nc1ccccc1Oc1ccccc1	10%	1.1	-0.5%	9%	-5.4%	0%	2%	i	2.4	-1%
CCOC(=O)/C(C#N)=C\c1ccc(N2CCN(C/C=C/c3ccccc3)CC2)cc1	6%	0.9	1.8%	19%	-3.0%	8%	2%	+	1.6*	-2%
COC(=O)C(C)Sc1nc2c(c(=O)n(C)c(=O)n2C)n1CCC(C)C (stereo not drawn)	2%	1.1	-1.2%	-6%	-9.6%	2%	14%	i	0.7	-6%
N#CCOc1ccc(C2=NO[C@@H]3[C@@H]4C[C@@H]([C@H]5C(=O)N(c6ccc7c(c6)OCO7)C(=O)[C@@H]45)[C@H]23)cc1	10%	1.1	-1.3%	11%	-6.2%	0%	3%	i	0.4	-3%
C=CCN(CC=C)c1nc2ccccc2nc1C(C#N)C(=O)OC(C)C (stereo not drawn)	29%	1.1	-1.7%	5%	-4.2%	12%	-58%	+	0.6*	-2%
CC(C)CCNC(=O)CCNS(=O)(=O)c1ccc(Cl)cc1	-2%	1.1	-2.3%	-1%	1.5%	5%	-3%	i	0.7	3%
COC(=O)c1nc(N)sc1-c1ccccc1	5%	1.1	·	10%	-2.9%	0%	3%	i	1.2	2%
C(=N\Nc1nc(-c2ccccc2)cs1)/c1cccnc1	5%	1.1	-2.0%	14%	1.2%	6%	31%	i	0.2	4%
O=C(O)c1ccc2cccc(O)c2n1	·	·	·	·	·	18%	3%	i	0.5	-5%
Cn1nnc2c[n+](CC(=O)c3ccc(Cl)cc3)cc(Br)c21	·	·	·	·	·	5%	1%	i	0.0	-7%
CN(C)CCCNCCCNC(=O)/C(=N\O)c1ccccn1	-4%	1.1	-2.0%	-3%	-17%	4%	4%	i	0.9	-6%
COC(=O)c1ccccc1NC(=O)CN1CCN(c2ccccn2)CC1	·	1.1	1.3%	·	-1.8%	10%	3%	i	0.8	0%
COc1cccc(-c2nnn(CC(C)=O)n2)c1	3%	1.1	-4.5%	1%	-17%	9%	-13%	i	1.3	0%
CS(=O)(=O)N1CCN(c2ccc(NC(=O)c3ccc(Br)o3)cc2)CC1	14%	1.1	-1.5%	20%	-4.6%	2%	10%	i	1.4	-5%
COc1cc(-n2nc(C)c3c2OC(N)=C(C#N)C3c2ccccc2)c(Cl)c(Br)c1O (stereo not drawn)	-10%	0.6	-1.4%	5%	1.2%	30%	29%	i	0.3	0%
Cc1cccc(N(C(=O)CCC(=O)Nc2cc(C)on2)C(C(=O)NC2CCCC2)c2ccncc2)c1 (stereo not drawn)	6%	1.1	-3.5%	10%	-3.4%	1%	-16%	i	0.7	-5%
O=C(NCc1ccc2c(c1)OCO2)c1ccc2snnc2c1	6%	1.1	-1.2%	5%	-5.1%	11%	13%	i	1.6	-3%
COc1ccccc1-n1c(SCC(=O)NC2CCCC2)nc2cccnc21	8%	1.1	12%	2%	1.7%	8%	1%	i	1.0	-8%
Cc1ccc(OCC(=O)NCc2ccccn2)c(Br)c1	0%	1.2	-1.1%	-4%	-2.3%	4%	2%	i	0.5	1%
CCOc1ccc(/C=N/NC(=O)C2(O)c3ccccc3-c3ccccc32)cc1	1%	1.1	-0.2%	6%	-7.2%	8%	12%	i	0.6	-5%
CC(C)COC(=O)C1C(=O)CC(C)(O)C(C(=O)OCC(C)C)C1c1cccnc1 (stereo not drawn)	6%	1.1	-0.6%	0%	-3.8%	4%	7%	i	1.8	-8%
OC(CNc1ccccc1)COc1ccc(OCC(O)CNc2ccccc2)cc1 (stereo not drawn)	16%	1.1	0.3%	20%	-2.4%	10%	4%	+	6.1*	3%
Cc1cc(C(=O)Cn2c(CO)nc3ccccc32)c(C)n1C	·	·	·	·	·	4%	1%	i	0.2	-1%
COC(=O)CCC(=O)N1CCOCCOCCOCC1	-4%	1.1	-0.5%	-4%	-7.6%	4%	3%	i	0.3	-5%
CSC1=NCCN1C(=O)Cc1cccs1	-6%	1.1	0.9%	-2%	0.1%	-5%	-4%	i	3.8	-3%
O=C(NC1=NCCS1)c1cc(-c2cccc(Br)c2)nc2ccccc12	16%	1	-0.2%	18%	-9.6%	-1%	9%	i	0.4	0%

Structures from the list above containing an aryl methoxy group, in the order listed:
SMILES	PMI inhibition	TNAP activators	CSM14.1 death rescue	human PMI inhibition	XIAP antagonists	P. falciparum M1AAP	M17LAP inhibition	Myeloid diff 2	Myeloid diff 2 GFP+ MAC1+ %	LYP inhibition
COc1ccc(CCNC(=O)c2cc(S(=O)(=O)N3CCC4(CC3)OCCO4)ccc2F)cc1OC	-8%	1.1	0.0%	-6%	-6.1%	1%	4%	i	0.7	-5%
COc1ccc2cc3cc(C(=O)NCC4COc5ccccc5O4)oc3nc2c1 (stereo not drawn)	0%	1	-0.3%	-6%	-3.3%	4%	5%	i	0.0	-5%
COc1ccc2nc(NC(=O)CSc3nnnn3C)sc2c1	-2%	1.1	-0.6%	4%	-1.1%	·	·	i	0.6	-4%
COc1ccc(NS(=O)(=O)c2cc(NC(=O)/C=C/c3cc(OC)ccc3OC)ccc2N2CCCCC2)cc1	-1%	1.1	-1.6%	4%	-6.1%	6%	-11%	i	0.1	3%
COc1cccc(-c2nnn(CC(C)=O)n2)c1	3%	1.1	-4.5%	1%	-17%	9%	-13%	i	1.3	0%
COc1cc(-n2nc(C)c3c2OC(N)=C(C#N)C3c2ccccc2)c(Cl)c(Br)c1O (stereo not drawn)	-10%	0.6	-1.4%	5%	1.2%	30%	29%	i	0.3	0%
COc1ccccc1-n1c(SCC(=O)NC2CCCC2)nc2cccnc21	8%	1.1	12%	2%	1.7%	8%	1%	i	1.0	-8%
